ALOX12 inh – Primary qHTS assay for inhibitors of human arachidonate 12S-lipoxygenase (ALOX12): Round 2; Polyunsaturated fatty acid lipoxygenase ALOX12 (Homo sapiens), P18054; purified 12hLO, xylenol orange hydroperoxide absorbance; Potency, µM (titrated, usually from 108 µM), for the others: at the top dose activity change, negative = inhibition, usual class: inhibitors; hit rate 1.1% among 580,000; AID 1671190, 2021; active means well fitted inhibition curve with a large enough effect; inconclusive means small, poorly fitted or top-dose-only effect, or another doubt; inactive means no such curve, though single readings can be large or run the other way
Target sequence (P18054 whole entry, looked up): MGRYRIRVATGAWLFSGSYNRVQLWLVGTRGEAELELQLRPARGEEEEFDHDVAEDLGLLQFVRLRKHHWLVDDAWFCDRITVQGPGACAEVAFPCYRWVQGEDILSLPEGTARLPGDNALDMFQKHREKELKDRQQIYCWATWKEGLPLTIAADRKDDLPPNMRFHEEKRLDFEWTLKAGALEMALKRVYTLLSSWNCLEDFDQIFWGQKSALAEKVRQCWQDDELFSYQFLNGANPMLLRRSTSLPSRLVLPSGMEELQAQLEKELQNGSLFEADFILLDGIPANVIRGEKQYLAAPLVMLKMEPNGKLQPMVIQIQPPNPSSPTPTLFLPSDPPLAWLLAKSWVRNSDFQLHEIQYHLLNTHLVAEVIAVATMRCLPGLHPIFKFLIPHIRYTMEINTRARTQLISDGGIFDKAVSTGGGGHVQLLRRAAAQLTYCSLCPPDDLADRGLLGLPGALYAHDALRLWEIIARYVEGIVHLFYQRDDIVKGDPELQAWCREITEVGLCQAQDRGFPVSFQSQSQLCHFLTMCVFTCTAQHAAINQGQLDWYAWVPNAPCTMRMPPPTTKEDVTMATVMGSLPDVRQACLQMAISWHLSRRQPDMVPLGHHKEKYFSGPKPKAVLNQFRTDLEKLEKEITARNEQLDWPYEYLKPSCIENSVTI
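Purified human 12hLO (150 nM final) in 25 mM Hepes, 0.01% Triton X-100, pH 7.0 was preincubated 15 min at room temperature with compound. Then 40 uM arachidonic acid was added, 30 min. Hydroperoxide was read by Fe-XO absorbance ratio 573/405 nm.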
An asterisk follows results filed as active; ? = inconclusive; [ ] = remark or other dose. On the % scale 0 is the no-effect control and ±100 the full control effect; potency means the concentration at half of the fitted maximal effect. This is a subset, so the mix of outcomes need not match the whole.

compound	ALOX12 inh
Cn1cnc2c1c(=O)n(CC(=O)Nc1ccccc1Oc1ccccc1Cl)c(=O)n2C	-1.4%
O=C1COc2ccc(S(=O)(=O)NC3CCCCCC3)cc2N1Cc1noc(C2CC2)n1	-18.4%
O=S1(=O)c2ccc(Br)cc2OC[C@H](Cc2ccccc2)N1Cc1cn(Cc2ccc(Br)cc2)nn1	72.1%
CN(CC1CCOC1)C(=O)Nc1ccc(F)cc1 (stereo unspecified)	39.3%
O=C(Nc1cccc2cccnc12)c1ccc(N2CCCC2)c([N+](=O)[O-])c1	-11.5%
C=CCN1C(=O)c2n[nH]c(COC)c2C1c1ccc(F)cc1 (stereo unspecified)	6.7%
CC(C)(C)OC(=O)Nc1ccc(CC(=O)N2CCCC2c2ccsc2)cc1 (stereo unspecified)	?
CCCCC(=O)NC1CCN(c2cnn(Cc3ccccc3)c(=O)c2)CC1	19.6%
O=C(NCCCN(Cc1ccccc1)C(=O)c1cccnc1)c1nc2ccccc2c(=O)[nH]1	22.8%
COC(=O)Cc1nnn2c1CC(OC)c1cc(Br)ccc1-2 (stereo unspecified)	-4.8%
CCCNC(=O)Cn1nc2n(c1=O)CCCCC2	60.0%[activator]
CSc1cccc(NC(=O)c2ccc3c(c2)OCC(=O)N3)c1	30.3%[activator]
CC(C)c1nc2c(c(-c3ccc(O)cc3)n1)CN(Cc1cccn1C)CC2	23.7%
Cc1cc(C(=O)N2C[C@@H](COc3ccccc3)[C@H](C(N)=O)C2)ccn1	46.4%[activator]
CCCCn1c(CCC(=O)NC(C)c2cc(C)ccc2OC)nc2c1c(=O)[nH]c(=O)n2CCCC (stereo unspecified)	24.4%
O=C(OCCOc1ccc(Br)cc1)c1cccc([N+](=O)[O-])c1	?
Cc1nc2ccc(Cl)cn2c1C(=O)N1CCC2(CCCN(C)C2=O)C1 (stereo unspecified)	20.8%
Cc1ccc(S(=O)(=O)Oc2ccc3c(C(F)(F)F)cc(=O)oc3c2)cc1	-16.7%
O=C(NCc1cccc(C(F)(F)F)c1)OCC(F)(F)F	-2.9%
Cc1ccc(CNC(=O)c2ccc3c(c2)n(Cc2ccccc2)c(=O)c2ccnn23)o1	25.4%

Ordered by value in ALOX12 inh (ascending): five from the list above
| Structure | ALOX12 inh |
| --- | --- |
| C=CCN1C(=O)c2n[nH]c(COC)c2C1c1ccc(F)cc1 (stereo unspecified) | 6.7% |
| CCCCC(=O)NC1CCN(c2cnn(Cc3ccccc3)c(=O)c2)CC1 | 19.6% |
| Cc1nc2ccc(Cl)cn2c1C(=O)N1CCC2(CCCN(C)C2=O)C1 (stereo unspecified) | 20.8% |
| CC(C)c1nc2c(c(-c3ccc(O)cc3)n1)CN(Cc1cccn1C)CC2 | 23.7% |
| Cc1ccc(CNC(=O)c2ccc3c(c2)n(Cc2ccccc2)c(=O)c2ccnn23)o1 | 25.4% |

(cont.)
compound	ALOX12 inh
COc1cc(-c2cccc(Cl)c2)cc2c1OCCN(C(=O)CCn1ccc(C)n1)C2	16.9%
CSc1cccc(NC(=O)CSc2n[nH]c(-c3ccccc3Cl)n2)c1	5.4%
CCCCCC(=O)N[C@@H](Cn1ccc(=O)[nH]c1=O)C(=O)O	17.9%[176 µM]
COc1ccc(C(=O)N2CCC(C(=O)N3CCCCCCNC(=O)CC3)CC2)cc1F	58.5%[activator]
CN1CCC(NC(=O)c2cccc3c2CCN3C(=O)Nc2ccccc2)CC1	28.1%
CN(CCc1ccc(Cl)c(Cl)c1)CC(O)COc1ccc(NS(C)(=O)=O)cc1 (stereo unspecified)	7.6%
CN(Cc1ccccc1Br)c1cc(C(=O)N2CCOCC2)c2ccccc2n1	0.6%
O=C(O)C[C@@H]1CCN(S(=O)(=O)c2ccc(F)cc2)C[C@@H]1CC1=NCCc2cc(F)ccc21	?
O=C1NCCCCCCN(C(=O)NC2CCCCC2)[C@H]2C[C@H](C(=O)N3CCc4ccccc4C3)C[C@@H]12	2.1%
CCOC(=O)C1(Cc2ccc(Cl)cc2)CCN(C(=O)c2ccc(C)s2)CC1	-19.9%
COC(=O)[C@]12C[C@H](CC(=O)NCc3ccc(C)o3)C(=O)N(Cc3ccco3)C1=C[C@H](C(C)C)O[C@@H]2C1CC1	0.9%
COCc1nn(CC(=O)N(C)Cc2nccs2)c(=O)n1-c1ccccc1	-17.8%
COc1cccc(C2(c3ccc(O)cc3)CCCC2)c1	?
CN1Cc2nc(Nc3ccc(C(F)(F)F)cc3)ccc2OCC1=O	-11.5%[176 µM]
Cc1cc(C)c(NC(=O)CN(C)C(=O)C2CC(=O)N(Cc3ccccc3Cl)C2)c(C)c1 (stereo unspecified)	6.0%
CN(Cc1ccccc1)C(=O)Cn1c(=O)n(C)c2ccccc21	38.3%[activator]
Cc1cc(C(=O)N2CCC(Oc3ccc(C(=O)NC4CCCC4)cc3Cl)CC2)n(C)n1	22.6%
COc1ccc(S[C@]2(C(=O)N3CCCC3)CC(=O)N(c3ccc(C#N)cc3)[C@@H]2c2ccc(OC)cc2)cc1	?
C[C@@H]1CCCCO[C@@H](CN(C)C(=O)Nc2ccc3c(c2)OCO3)[C@@H](C)CN([C@H](C)CO)C(=O)c2cc(NC(=O)Nc3ccc(C(F)(F)F)cc3)ccc2O1	?
Cc1nnc(NC(=O)c2cc(=O)c3cc(Cl)cc(Cl)c3o2)s1	?

In the list so far, 2 have a furan ring, fused or not:
compound	ALOX12 inh
Cc1ccc(CNC(=O)c2ccc3c(c2)n(Cc2ccccc2)c(=O)c2ccnn23)o1	25.4%
COC(=O)[C@]12C[C@H](CC(=O)NCc3ccc(C)o3)C(=O)N(Cc3ccco3)C1=C[C@H](C(C)C)O[C@@H]2C1CC1	0.9%

More results:
compound	ALOX12 inh
Cc1nn(C)c(C)c1S(=O)(=O)N1CCC2(CC1)c1[nH]c3ccccc3c1CCN2C	10.3%
O=C(Cc1c[nH]c2ccccc12)N1CCC(Cc2nc(C3CC3)n[nH]2)C1 (stereo unspecified)	1.9%
COC(=O)c1ccc(COC(=O)c2oc3ccccc3c2C)o1	?
CN(C)C(=O)C1CCCN1c1ncnc2ccccc12 (stereo unspecified)	10.6%
CS(=O)(=O)N1CCC[C@@]2(CCN(c3ncccn3)C2)C1	-4.2%[57.4 µM]
CN1C(=O)CC[C@]2(C(=O)NCc3cc(F)cc(F)c3)CCCC[C@@H]12	69.1%[activator]
CCCCCn1nc(C(=O)N2CCSCC2)c2ccccc2c1=O	?
Cn1c(COc2ccc(Cl)cc2)n[nH]c1=S	?
COc1ccc2oc(CNC(=O)c3cc(CC(C)C)nn3C)nc2c1	59.6%[activator]
COCC(=O)N1CCN(c2oc(-c3ccc(C)cc3)nc2S(=O)(=O)c2ccc(F)cc2)CC1	?
Cc1cccc(C(=O)NC(C)C(=O)OCc2cc(=O)oc3c(C)c(O)ccc23)c1 (stereo unspecified)	14.2%
COc1ccccc1CNCc1ccco1	?
Cc1ccc2c(C)c(C(=O)N(C)CCOc3ccccc3)oc2c1C	12.3%
O=C(c1cccc(O)c1)N1CC(CNc2ccccc2)C2(C1)CN(c1ccccc1)C2 (stereo unspecified)	-6.8%[176 µM]
CCOc1ccc(-c2cc(C(=O)Oc3ccc(F)cc3)no2)cc1	49.1%[activator]
COc1ccccc1-c1ccc2ncnc(NCc3ccccc3)c2c1	-52.6%
CC(CN1CCCC1)CN(C)c1nc(CCN)nc2ccccc12 (stereo unspecified)	36.5%
CCCn1cc(-c2ccncc2)cc1C(=O)NCc1ccc(OC)cc1	76.3%[activator]
O=C(NCc1ccccc1Cl)C1CCCN(c2ncnc3nc[nH]c23)C1 (stereo unspecified)	3.0%
CNC(=O)[C@@H]1CN(C(=O)Cn2cc(C)cn2)C[C@H]1COC	26.6%
Cc1ccccc1-c1onc(C)c1C(=O)NCCc1ccc(F)cc1	28.2%
COc1ccc(S(=O)(=O)[C@H]2CS(=O)(=O)C[C@@H]2NCc2cccnc2)cc1	-0.6%
O=C(CCc1ccsc1)N(CC1CCOC1)C1CC1 (stereo unspecified)	-13.2%
CCNC(=O)N1C[C@@H]2OCC(=O)N(Cc3ccc(F)cc3)[C@@H]2C1	2.3%[176 µM]
Cc1cc(=O)cc(C)n1C	-6.1%
CCN1CCN(c2nc3ccccc3nc2C(C#N)S(=O)(=O)c2cccc(C)c2)CC1 (stereo unspecified)	14.1µM*
COCc1cn(C[C@H]2C[C@@H](NS(=O)(=O)CC(C)C)[C@H](O)[C@@H]2O)nn1	12.2%[176 µM]
O=C1CNc2ccc(C(=O)NCc3cc4n(n3)CCCNC4)cc2N1	?
CCC(CO)N(Cc1ccc(C)s1)C(=O)c1cn(CCN)nn1 (stereo unspecified)	22.7%
COc1ccc(CN(C)C2CCc3ccccc32)cc1 (stereo unspecified)	19.5%[176 µM]
O=C(c1ccc(Cl)cc1)N1CC2(CCN(Cc3cccnc3)C2)Cc2ccccc21 (stereo unspecified)	?
Cn1cc(CN2CCOC[C@H]2c2ncc(-c3ccc(F)cc3F)[nH]2)c2ccccc21	2.9%[176 µM]
CCc1ccc(-c2nc(C3CC(=O)N(c4ccc(C)cc4)C3)no2)cc1 (stereo unspecified)	5.8%
CCC1Oc2ccc(NC(=O)c3ccccc3F)cc2CN(Cc2ccc3c(c2)OCO3)C1=O (stereo unspecified)	-18.5%
COc1ccccc1Oc1c(C)oc2cc(OC(=O)c3ccc4c(c3)OCO4)ccc2c1=O	16.0%
CC(C)[Si](C#CCN1CCCCC1)(C#CCN1CCCCC1)c1ccccc1	?
O=C(CC1(O)C(=O)N(C/C=C/c2ccccc2)c2ccccc21)c1ccccc1 (stereo unspecified)	?
CCOCCCNCc1ccc(C)s1	-2.2%
O=C(NC1CCCCC1)C1c2ccccc2OCC(=O)N1Cc1ccccn1 (stereo unspecified)	20.2%
COc1ccc(CNC(=O)CN2C(=O)NC3(CCCCC3)C2=O)cc1	-0.1%
COc1ccc2ccccc2c1CN1CCC2(CC1)[C@H](O)C[C@@H]2OCCN	110.0%[activator]
CN(C)S(=O)(=O)N1[C@@H]2CC[C@H]1CC(NC(=O)c1ccc(F)cc1)C2 (stereo partly specified)	29.5%
Cc1cccc2c1NC(=O)C2(O)c1c(C)[nH]c2ccccc12 (stereo unspecified)	-49.7%
Cc1ccc(CN2C(=O)[C@@H]3C[C@@H](O)CN3C3(CN(CC(C)C)C3)C2=O)o1	31.4%[176 µM]
O=C(NC1CCCCC1)C(c1ccc(-c2ccccc2)cc1)n1c(=O)c(-c2ccco2)nc2ccccc21 (stereo unspecified)	44.7µM*
CCc1ccc(CN2CCc3nc(N4CCN(C)CC4)[nH]c(=O)c3CC2)cc1	8.4%
N#C/C(=C\c1ccc(OC(=O)C2CC2)cc1)C(=O)Nc1cccc(C(F)(F)F)c1	?
Cn1nc(C(=O)NCCN2Cc3ccccc3OC(c3ccsc3)C2)c2ccccc2c1=O (stereo unspecified)	6.5%
COc1ccc(CC(=O)NC2CCN(c3cc(-c4ccc(F)cc4)[nH]n3)C2)cc1OC (stereo unspecified)	59.8%[activator]
O=C(C1CCc2nnc(-c3ccc(Cl)cc3Cl)n21)N1CCN(c2ncccn2)CC1 (stereo unspecified)	4.5%[6.33 µM]
COCCn1c(N2CCN(C)CC2)nc2c1c(=O)[nH]c(=O)n2C	?
COc1ccccc1C(=O)N1CCC(N2CCOCC2=O)CC1	-0.3%[6.33 µM]
COCC(=O)N1CCN(C2CCN(CCc3ccccc3)C2=O)CC1 (stereo unspecified)	50.8%
CC(=O)Nc1ccc(CN2CCC3(CC2)CNc2ccccc2[S+](=O)([O-])N3)cc1	?
Cc1ncccc1C(=O)N1CCC2(CC1)CC(N(Cc1ccccc1)C1CC1)CCO2 (stereo unspecified)	-0.2%
Cc1nn(C)cc1C(C)NC(=O)CN1CCCc2nc(-c3ccccc3)ncc2C1=O (stereo unspecified)	28.3%
COC(=O)C1=C(C)N=C2SC=C(CC(=O)N(C)Cc3ccco3)N2C1c1cccc(Cl)c1 (stereo unspecified)	?
Cc1ccc(OC(=O)c2ccc(CSc3ccc(Cl)cc3)cc2)c(C(C)(C)C)c1	?
Cc1cc(OCCN(C)C)c(C)c2c1CC[C@@H]([C@H](C)C(=O)NCc1ccccc1)C2	-16.1%[176 µM]
CC(C)NCc1cccc(OCc2ccccc2)c1	-13.0%

Random excerpt: two entries already listed.
compound	ALOX12 inh
Cc1ncccc1C(=O)N1CCC2(CC1)CC(N(Cc1ccccc1)C1CC1)CCO2 (stereo unspecified)	-0.2%
CC(C)NCc1cccc(OCc2ccccc2)c1	-13.0%

(cont.)
compound	ALOX12 inh
CCC1(N2CCN(C(=O)Nc3cc(Cl)ccc3OC)CC2)CCN(C(=O)NC)C1 (stereo unspecified)	32.9%
CC(C)=C(/C(=C/CS(=O)(=O)c1ccc(C)cc1)S(=O)(=O)c1ccc(Br)cc1)S(=O)(=O)c1ccc(Br)cc1	?
COc1cccc(NC(=O)N[C@H]2CC[C@@]34CCCN3C(=O)CCC[C@H]4[C@H]2C)c1	-3.2%
CC1(C)Cc2cccc(OCC(=O)Nc3cccc(C(N)=O)c3)c2O1	?
F[C@@H]1CN(Cc2ccc(C(F)(F)F)cc2)C[C@@H]1OCc1nc2ncccc2[nH]1	3.9%[176 µM]
CC(C)C1=NOC2(CCCN(C(=O)c3ccc4c(c3)OCO4)C2)C1 (stereo unspecified)	5.3%[6.33 µM]
NS(=O)(=O)c1ccc(N/N=C/c2c(F)c(F)c(F)c(F)c2F)c([N+](=O)[O-])c1	64.1%[activator]
